# Bioassay records deposited in PubChem by several laboratories.
# Ecoli tolC – E. coli tolC mutant growth inhibition; E. coli BW25113 tolC mutant growth, OD615; growth inhibition, % at 10 µM (by protocol); hit rate 2.2% among 65,000; AID 573;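 active = growth inhibition at or above a cutoff equal to the mean over every tested compound plus 3 SD, cut at about 60% in these data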;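 note: growth measured after 20 h incubation at 37 °C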
#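 Material: E. coli BW25113 ΔtolC::kan, tolC deletion mutant strain. Measure: percent growth inhibition. Schedule: 37 °C, 20 h exposure. Doses: single-point testing at 10 µM. Signal: A615 absorbance measurement. Buffer or medium: kanamycin-containing LB broth (50 µg/mL).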
# E coli RNAP – inhibitors of Escherichia coli RNA polymerase | P0A8V2 | E. coli RNA polymerase, fluorescence transcription assay | inhibition, %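 (tested at 10 µM)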 | hit rate 0.2% among 62,000 | AID 559; in the data active = inhibition above about 20%;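 note: 0% = enzyme without compound and 100% = no enzyme blank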
# NADH coupling – inhibition of NAD/NADH coupling enzymes, library profiling | hit rate 0.02% among 65,000 | IC50, µM (titrated, usually from 10 µM), without a hit: at the highest dose inhibition | coupled PK/LDH NADH assays, four targets | AID 774;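 active = single-dose screening hits from any of four coupled enzyme assays that gave an IC50 when retested across doses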;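 note: the DPM-DC format reads NADH fluorescence rather than 340 nm absorbance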
# Fluor 339 460 – intrinsic fluorescence of library compounds, ex339/em460 – biochemical, MLSMR library, data from DPM-DC assay, artefact control, profiling panel | compound autofluorescence, ex339/em460 nm, NADH buffer; hits give high values; 1 = no-compound wells, NADH background | fluorescence fold increase at 10 µM | hit rate 5.5% among 65,000 | AID 709;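 active = at 10 µM, mean starting fluorescence two-fold or more over control wells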;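 note: signal is the first read of a kinetic run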
# RORa activator – activators of human nuclear receptor RORA | P35398 | CHO-K1 Gal4-RORA LBD luciferase reporter, luminescence; percent increase over mock-subtracted basal signal | activation, % at 10 µM | hit rate 1.5% among 65,000;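 active = activation above the mean of all tested compounds plus 3 SD, cut at about 49% in these data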;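 note: 0% = DMSO-treated RORA cells and 100% = added signal equal to DMSO minus mock-transfected cells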
# SF-1 act – SF-1 (human) activation. hit rate 1.9% among 65,000. CHO-K1 Gal4-SF-1 LBD luciferase reporter; % increase over DMSO SF-1-specific signal. activation, % at 10 µM. AID 522;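 active = activation above the mean activation of all tested compounds plus 3 SD, cut at about 50% in these data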
#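 Material: CHO-K1 cells with Gal4–hSF-1 LBD chimera plus Gal4-driven luciferase / Input: 4,000 CHO-K1 cells per well / Incubation: compound exposure 20 h at 37 °C / Signal: luminescence read 15 min after SteadyLite luciferase reagent, after room-temperature equilibration / Read-out: percent activation versus DMSO / Benchmarks: DMSO negative control and −SF1 background wells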
# TNAP act DEA – activates human TNAP at intermediate phosphate acceptor concentration; P05186; purified TNAP, CDP-star luminescence, 100 mM DEA, 30 min; hits give high values; scale: 0 levamisole-inhibited, 1 vehicle-only enzyme; activation factor at 20 µM; 64,000 tested, under 10 active;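 active = activation factor of at least 2 at 20 µM, relative to controls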
# Target sequence (P05186 whole entry, looked up): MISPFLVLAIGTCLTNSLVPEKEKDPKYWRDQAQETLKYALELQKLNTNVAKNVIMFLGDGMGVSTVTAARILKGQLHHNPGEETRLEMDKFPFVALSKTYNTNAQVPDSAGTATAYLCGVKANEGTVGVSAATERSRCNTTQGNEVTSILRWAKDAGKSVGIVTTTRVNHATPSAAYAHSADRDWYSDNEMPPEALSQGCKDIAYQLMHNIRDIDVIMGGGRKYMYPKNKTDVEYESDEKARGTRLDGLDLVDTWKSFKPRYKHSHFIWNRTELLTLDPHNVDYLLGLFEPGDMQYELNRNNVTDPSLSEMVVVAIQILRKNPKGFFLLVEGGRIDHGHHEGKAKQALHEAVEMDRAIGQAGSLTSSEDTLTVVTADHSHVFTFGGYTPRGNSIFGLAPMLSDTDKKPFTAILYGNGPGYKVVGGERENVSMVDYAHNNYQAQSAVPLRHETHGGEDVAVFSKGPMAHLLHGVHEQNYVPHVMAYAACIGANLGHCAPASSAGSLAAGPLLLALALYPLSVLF
# M1 antag – M1 muscarinic receptor (rat) antagonism. hit rate 3.4% among 64,000. P08482. B-score at 10 µM. AID 628. CHO-M1 cells, Fluo-4 calcium, ACh EC80 antagonist mode; hits give low values;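 active = calcium fluorescence response, raw or row-and-column corrected B-score, differing from the plate sample mean either way at a set confidence level, mostly lower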
# Target sequence (P08482 whole entry, looked up): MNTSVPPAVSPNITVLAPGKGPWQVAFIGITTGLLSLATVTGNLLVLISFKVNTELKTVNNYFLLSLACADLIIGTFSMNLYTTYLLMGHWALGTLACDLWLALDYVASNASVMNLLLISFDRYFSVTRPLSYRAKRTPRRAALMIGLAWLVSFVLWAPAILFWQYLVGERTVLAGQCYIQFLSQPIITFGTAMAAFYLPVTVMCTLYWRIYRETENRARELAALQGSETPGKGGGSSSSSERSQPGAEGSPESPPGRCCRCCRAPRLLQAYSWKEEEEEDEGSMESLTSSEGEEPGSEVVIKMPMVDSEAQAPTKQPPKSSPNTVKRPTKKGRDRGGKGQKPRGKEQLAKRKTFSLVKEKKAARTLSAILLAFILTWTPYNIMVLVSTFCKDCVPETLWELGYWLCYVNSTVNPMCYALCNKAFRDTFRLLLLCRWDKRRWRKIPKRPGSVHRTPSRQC
# M1 agonist – agonists of M1 muscarinic receptor. B-score at 10 µM. hit rate 3% among 64,000. AID 626. CHO-M1 cells, Fluo-4 calcium fluorescence, agonist mode; hits give high values;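 active = fluorescence rise, raw or as B-score row- and column-corrected plate score, outside the 99.7% band of its plate's samples, either direction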
# * marks the source's active call; other numbers are inactive results; nt = no result given; [ ] = another dose, or the depositor's remark.
# Below each SMILES – Ecoli tolC | E coli RNAP | NADH coupling | Fluor 339 460 | RORa activator | SF-1 act | TNAP act DEA | M1 antag | M1 agonist
- O=S(=O)(NCc1ccccc1)c1ccc(S(=O)(=O)N(Cc2ccccn2)Cc2ccco2)cc1
  -11 | 7 | 4% | 1.1 | 4 | -9 | 1 | 0.2 | 0.0017
- Cn1c(C(=O)N2COCC2(C)C)cc2c(=O)n3ccccc3nc21
  -11 | -33 | 9%[fluoresces] | 5* | 16 | 36 | 0.9 | -0.011 | 0.79
- CCOC(=O)C(CC)Sc1nc(-c2ccc(OC)cc2)nc2c1c(=O)n(C)c(=O)n2C (stereo not drawn)
  -1 | nt | 5%[fluoresces] | 5* | -8 | -6 | nt | 0.0062 | -0.63
- Cc1cccc(NC(=O)c2cc3n(n2)C(C(F)(F)F)CC(c2ccc4c(c2)OCO4)N3)c1 (stereo not drawn)
  68* | 8 | 3% | 0.98 | -17 | 9 | 0.8 | 0.04 | -1.1
- Cc1ccccc1C(=O)NC1CCN(CC(=O)Nc2nccs2)CC1
  -22 | 3 | 3% | 1 | 2 | -3 | 1 | -0.97 | 0.039
- CCc1nc(N2CCC(C)CC2)c2oc3ccccc3c2n1
  100* | 8 | 6% | 1.2 | 1 | 3 | 0.8 | -0.32 | 0.72
- CC(C)CN(CC(C)C)S(=O)(=O)N1CCC(C(=O)NC2CCCCCCC2)CC1
  5 | -3 | 10% | 1 | -11 | 7 | 1 | 0.047 | -0.42
- O=C(Nc1ccc(N2CCN(C(=O)c3ccco3)CC2)c(Cl)c1)c1cc2ccccc2o1
  38 | 4 | 7% | 1.3 | -24 | -11 | 0.9 | nt | nt
- CC1=C(C(=O)OCC2CCCO2)C(c2ccc(O)cc2)NC(=O)N1 (stereo not drawn)
  -19 | 9 | 1% | 1.1 | -6 | -2 | 1 | -2.8 | -0.53
- COc1ccc(S(=O)(=O)N2CCN(C)CC2)cc1Br
  -5 | 10 | 2% | 1.1 | -2 | -11 | 0.9 | -0.31 | 1.3
- CC(C)N(O)C(=O)NC(C)(C)C
  -26 | 4 | 2% | 1 | -3 | 36 | 1 | 0.43 | 0.12
- Cc1cc(NC(=O)c2cc(CC(C)C)on2)n(-c2ccccc2)n1
  -3 | 8 | 3% | 1 | 1 | 8 | 0.9 | 0.076 | -0.86
- Cc1cccc(-c2c3c(=O)n(C)c(=O)n(C)c3cn2CCO)c1
  -7 | 8 | 4% | 1.3 | -15 | -9 | 0.9 | 0.46 | -0.07
- O=C(CCC1COc2ccccc2O1)Nc1ncccc1O (stereo not drawn)
  12 | 3 | 5% | 1.1 | 11 | 9 | 0.8 | 0.19 | 0.74
- CCOCC(=O)Nc1c(C(=O)OCC)oc2ccccc12
  6 | 0 | 6% | 1.1 | 18 | 10 | 0.9 | 0.33 | 0.017
- Cn1c(SCC(=O)Nc2ccc3c(c2)OCO3)nnc1-c1cnccn1
  -9 | 7 | 3% | 1 | 9 | 6 | 0.8 | -0.33 | 0.18
- Cc1cc(C(=O)Nc2cccnc2)cs1
  -3 | 6 | 8% | 1.1 | 3 | 6 | 1 | 0.031 | 0.32
- CCOC(=O)N1CC=C2C(C#N)=C(N)C(C#N)(C#N)[C@H](c3ccc(OCC)c(OCC)c3)[C@H]2C1
  -8 | 6 | 7% | 1.1 | 15 | -8 | 0.8 | 0.49 | 0.27
- CC(=O)c1ccccc1OCCn1nnc(-c2ccc(C)cc2)n1
  24 | 9 | 1% | 1 | -16 | -7 | 0.9 | -0.097 | -0.64
- O=C(NCc1ccco1)c1ccc2c(c1)C(=O)c1ccccc1-2
  27 | 8 | 2% | 1.1 | -10 | -8 | 0.9 | -0.13 | 1.2
- CC1CN(S(=O)(=O)c2ccc(C(=O)Nc3nnc(-c4ccc5c(c4)CCCC5)o3)cc2)CC(C)O1 (stereo not drawn)
  97* | 7 | 0%[fluoresces] | 2.1* | 2 | -7 | 0.9 | -0.38 | 0.18
- Clc1ccccc1CNc1ncnc2nc[nH]c12
  -3 | 2 | 3% | 1.1 | -12 | 0 | 1.1 | -0.046 | -1.3
- CC(C)CN1C(=O)c2ccc(C(=O)Nc3ccncc3)cc2C1=O
  9 | -1 | 4% | 1.2 | -12 | -16 | 0.9 | -1.1 | 5.2*
- CCN(Cc1ccccc1)S(=O)(=O)c1ccc2oc(C(=O)O)c(C)c2c1
  13 | -5 | 3% | 1.1 | -12 | 3 | 0.9 | 0.14 | 2.2
- CCOC(=O)NC(Nc1nc2ccccc2s1)(C(=O)OCC)C(F)(F)F (stereo not drawn)
  9 | 9 | 4% | 1.1 | 25 | -3 | 1 | 0.13 | 0.8
- COCc1cc(C)nc2sc3c(=O)n(Cc4ccco4)nnc3c12
  4 | 6 | 8% | 1 | 47 | -17 | 1 | 0.32 | -0.047
- CCN1CCN(c2ncc3c(n2)CC(c2ccc(OC)c(OC)c2)CC3=O)CC1 (stereo not drawn)
  -13 | -3 | 6% | 1.1 | -9 | -10 | 1 | nt | nt
- CCS(=O)(=O)N1Cc2ccccc2CC1C(=O)Nc1nc2ccccc2[nH]1 (stereo not drawn)
  5 | 2 | 11% | 1 | 17 | 24 | 1 | 0.54 | 0.23
- COc1ccc(C2C(C(C)=O)=C(O)C(=O)N2CCc2ccccc2)c(OC)c1 (stereo not drawn)
  9 | 0 | 6% | 1.1 | -17 | -1 | 0.9 | 0.0031 | -0.67
- CCN(C(=O)Cc1c(C(=O)O)[nH]c2ccccc12)c1cc(OC)ccc1OC
  0 | 13 | 2% | 0.98 | -25 | 4 | 0.9 | -2.2* | -0.64

# 6 compounds already listed, ordered by the value under E coli RNAP, largest number first.
Molecule	E coli RNAP
Cc1cc(NC(=O)c2cc(CC(C)C)on2)n(-c2ccccc2)n1	8
O=S(=O)(NCc1ccccc1)c1ccc(S(=O)(=O)N(Cc2ccccn2)Cc2ccco2)cc1	7
O=C(Nc1ccc(N2CCN(C(=O)c3ccco3)CC2)c(Cl)c1)c1cc2ccccc2o1	4
Clc1ccccc1CNc1ncnc2nc[nH]c12	2
CC(C)CN(CC(C)C)S(=O)(=O)N1CCC(C(=O)NC2CCCCCCC2)CC1	-3
Cn1c(C(=O)N2COCC2(C)C)cc2c(=O)n3ccccc3nc21	-33

# The listing continues:
# Below each SMILES – Ecoli tolC | E coli RNAP | NADH coupling | Fluor 339 460 | RORa activator | SF-1 act | TNAP act DEA | M1 antag | M1 agonist
- CCn1cc(C2=NOC(C(=O)Nc3cc(OC)c(Cl)cc3OC)C2)c(C)n1 (stereo not drawn)
  10 | 0 | 4% | 1.1 | -16 | -5 | 1 | -0.68 | -1.7
- COc1ccc(OC)c(NC(=O)CNC(=O)Cn2cnc3ccccc3c2=O)c1
  1 | 4 | 10% | 0.79 | -14 | 17 | 0.9 | -0.04 | 0.78
- CCc1ccccc1NC(=O)CN1C(=O)C2CCCN2c2ncc(Cl)cc21 (stereo not drawn)
  16 | 4 | 4% | 1.1 | -20 | -16 | 0.9 | -0.12 | 1.3
- O=c1[nH]c2cc3c(cc2cc1CN(CCCO)Cc1nnnn1Cc1ccc(F)cc1)OCO3
  7 | -2 | 17% | 3.1* | -8 | 5 | 0.9 | -0.18 | -0.17
- COc1ccc(-c2nnc(SCC(=O)Nc3ncc(C)s3)n2-c2ccccc2)cc1OC
  7 | 9 | 4% | 1.1 | 18 | 33 | 0.9 | -0.0089 | 1.1
- CCOC(=O)N1CCN(CC(=O)c2ccc3c(c2)CCN3)CC1
  -14 | 6 | 4% | 1.2 | -17 | -2 | 0.9 | 0.042 | -0.9
- COc1ccc(CCNC(=O)CSc2nnc(CNC(=O)c3ccccc3F)o2)cc1OC
  -17 | 12 | 4% | 1.1 | -2 | 5 | 1 | 0.02 | -0.052
- O=C(Nc1cccnc1)c1ccc2c(c1)OCO2
  -25 | 6 | 3% | 1.1 | 12 | 13 | 0.9 | -0.33 | 0.52
- COCc1nn2c(N)c(C#N)cnc2c1-c1ccccc1
  -8 | 7 | 3% | 1.1 | -4 | -5 | 0.7 | -0.63 | 0.35
- CC(C)CC(NC(=O)OC(C)(C)C)C(=O)NC(C(=O)N1CCCC1C(N)=O)C(C)C (stereo not drawn)
  -12 | 4 | 3% | 1 | -14 | -13 | 0.9 | 0.0031 | -0.19
- CCOc1ccc(C2=Nn3c(nnc3-c3cccnc3)SC2)cc1
  16 | 6 | 4% | 1 | -13 | -20 | 0.9 | 0.024 | 0.52
- COc1ccc(N(CC(=O)N2c3ccccc3CC2C)S(=O)(=O)c2c(C)nn(C)c2C)cc1 (stereo not drawn)
  21 | 1 | 3% | 1.1 | -8 | 0 | 0.9 | 1.4 | 1.5
- Cc1noc(C)c1C(=O)OCC(=O)c1c[nH]c2ccccc12
  16 | 10 | 6% | 1.1 | 0 | 23 | 0.9 | 0.24 | -1.8
- CCN(CC)C(=O)c1scc2c1OCCO2
  -22 | -1 | 1% | 1.2 | 0 | -4 | 0.9 | -0.4 | -0.3
- CC(=O)c1c(N)nc2n(c1=O)CCCCC2
  13 | 3 | 1% | 1.1 | 7 | 14 | 0.9 | 0.023 | 0.43
- COc1ccccc1NC(=O)CN1CCN(c2ccccc2F)CC1
  9 | 1 | 4% | 1.2 | -6 | 20 | 0.9 | -0.87 | 0.035
- O=C(c1ccccc1F)N1CCN(S(=O)(=O)c2ccc3c(c2)OCCO3)CC1
  4 | 0 | 7% | 1.1 | -20 | 10 | 0.9 | 0.035 | -0.47
- COc1ccc2c(c1)CCc1c(C(=O)N3CCc4ccccc4C3)noc1-2
  78* | 2 | 4% | 1.1 | 0 | 2 | 0.9 | nt | nt
- CCOC(=O)C1=C(C)N(CCO)C(=O)NC1c1cccc(O)c1 (stereo not drawn)
  -10 | -6 | 3% | 1.1 | 5 | 7 | 1 | -0.6 | 0.25
- CC(=NCC1CCNCC1)C1=C(O)CC(C)(C)CC1=O
  -12 | -4 | 2% | 1 | -4 | -10 | 0.8 | -0.28 | -0.34
- COc1cccc(CN2CCN(C(=O)c3cccc4ccccc34)CC2)c1OC
  8 | 7 | 5% | 1.1 | -4 | 14 | 1 | 0.46 | -0.47
- O=C(CC1N=C2c3ccccc3N=C(SCc3ccccc3Cl)N2C1=O)NCc1ccco1 (stereo not drawn)
  43 | 2 | 8% | 1.6 | -26 | -11 | 0.9 | nt | nt

# Entries listed so far that contain two or more sulfur atoms:
# Below each SMILES – Ecoli tolC | E coli RNAP | NADH coupling | Fluor 339 460 | RORa activator | SF-1 act | TNAP act DEA | M1 antag | M1 agonist
- O=S(=O)(NCc1ccccc1)c1ccc(S(=O)(=O)N(Cc2ccccn2)Cc2ccco2)cc1
  -11 | 7 | 4% | 1.1 | 4 | -9 | 1 | 0.2 | 0.0017
- COc1ccc(-c2nnc(SCC(=O)Nc3ncc(C)s3)n2-c2ccccc2)cc1OC
  7 | 9 | 4% | 1.1 | 18 | 33 | 0.9 | -0.0089 | 1.1

# Gathered by group: those above containing a cyano group (2)
# Below each SMILES – Ecoli tolC | E coli RNAP | NADH coupling | Fluor 339 460 | RORa activator | SF-1 act | TNAP act DEA | M1 antag | M1 agonist
- CCOC(=O)N1CC=C2C(C#N)=C(N)C(C#N)(C#N)[C@H](c3ccc(OCC)c(OCC)c3)[C@H]2C1
  -8 | 6 | 7% | 1.1 | 15 | -8 | 0.8 | 0.49 | 0.27
- COCc1nn2c(N)c(C#N)cnc2c1-c1ccccc1
  -8 | 7 | 3% | 1.1 | -4 | -5 | 0.7 | -0.63 | 0.35

# The order is random. Share with any hit: about 15%.
